Screens deposited in PubChem BioAssay by several laboratories.
Rtt109 HAT inh – inhibitors of Candida albicans Rtt109/Vps75 histone acetyltransferase. Q5AAJ8. purified Rtt109/Vps75, ThioGlo CoA-SH fluorescence, 4 h. AID 540336. 0.16% of 330,000 active. inhibition, % at 34.9 µM;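 active = inhibition of at least 50% in every replicate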
Target sequence (Q5AAJ8 whole entry, looked up): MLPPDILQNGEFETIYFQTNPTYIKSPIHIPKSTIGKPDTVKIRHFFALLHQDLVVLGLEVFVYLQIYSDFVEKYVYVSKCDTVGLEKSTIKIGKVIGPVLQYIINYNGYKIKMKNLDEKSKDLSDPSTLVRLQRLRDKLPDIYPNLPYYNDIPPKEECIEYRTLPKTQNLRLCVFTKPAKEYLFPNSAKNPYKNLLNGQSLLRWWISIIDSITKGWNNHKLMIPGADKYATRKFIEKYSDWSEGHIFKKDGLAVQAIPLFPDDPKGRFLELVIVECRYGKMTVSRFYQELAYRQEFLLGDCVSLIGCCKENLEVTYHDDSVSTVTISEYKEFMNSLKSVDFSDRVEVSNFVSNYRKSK
CAL PDZ FP-1 – inhibitors of human CAL PDZ peptide binding; Q9HD26; purified CAL PDZ, TMR-peptide fluorescence polarization, 1 h; inhibition, % at 20 µM; 0.02% of 330,000 active; AID 504414;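 active = highest replicate inhibition of at least 40%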;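 also: plate controls were DMSO neutral control wells for no effect and unlabeled competitor peptide control wells for full effect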
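Material: tagged CAL PDZ domain; buffer or medium: 25 mM sodium phosphate pH 7.4, 150 mM NaCl, TCEP, IgG, Thesit; compound dosing: single point, 20 µM; schedule: 1 h incubation at room temperature before polarization reading; measured by: FP readout, S and P plane fluorescence; read-out basis: percent inhibition from loss of millipolarization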
C-LANA FP – blocks KSHV LANA C-terminal domain binding to DNA | MBP-C-LANA/FAM-LBS DNA binding, fluorescence polarization | inhibition, % at 9 µM | 0.078% of 340,000 active | AID 504423;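 active = highest replicate inhibition at or above 60% at 9 µM, even if other replicates fall short; inactive = all replicates below 60% inhibition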;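 also: 0% = neutral control wells and 100% = 4 µM acridine orange control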
DAGLB inh – diacylglycerol lipase beta (human) inhibition; HEK293T DAGLB membrane lysate, EnzChek fluorogenic substrate; Q8NCG7; 0.059% of 340,000 active; AID 504411; inhibition, % at 5.17 µM; in the data active = inhibition above about 34%;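 also: 0% = enzyme with vehicle and 100% = wells lacking enzyme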
Cardiac RTF inh – cardiac RTF calcium desensitization | P19429+P45379 | IANBD-labeled cardiac RTF, Ca2+ fluorescence | inhibition, % at 7.15 µM | 0.12% of 340,000 active | AID 493244;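 active = inhibition above the mean inhibition of all tested compounds plus 3 SD, cut at about 17% in these data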;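 also: assay run at fixed EC70 calcium of 1.6 mM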
Keap1 Nrf2 FP – disrupts human Keap1 binding to Nrf2 peptide; Q14145; Keap1 Kelch-Nrf2 peptide fluorescence polarization, 1536-well; inhibition, % at 9.4 µM; 0.15% of 340,000 active; AID 504523; in the data active = inhibition above about 12%;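 also: human Keap1 Kelch domain with fluorescein labeled Nrf2 9mer peptide probe; 0% = neutral control wells and 100% = peptide positive control; higher means more block of Keap1 binding to Nrf2 peptide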
Target sequence (Q14145 whole entry, looked up, the tested form may be a part): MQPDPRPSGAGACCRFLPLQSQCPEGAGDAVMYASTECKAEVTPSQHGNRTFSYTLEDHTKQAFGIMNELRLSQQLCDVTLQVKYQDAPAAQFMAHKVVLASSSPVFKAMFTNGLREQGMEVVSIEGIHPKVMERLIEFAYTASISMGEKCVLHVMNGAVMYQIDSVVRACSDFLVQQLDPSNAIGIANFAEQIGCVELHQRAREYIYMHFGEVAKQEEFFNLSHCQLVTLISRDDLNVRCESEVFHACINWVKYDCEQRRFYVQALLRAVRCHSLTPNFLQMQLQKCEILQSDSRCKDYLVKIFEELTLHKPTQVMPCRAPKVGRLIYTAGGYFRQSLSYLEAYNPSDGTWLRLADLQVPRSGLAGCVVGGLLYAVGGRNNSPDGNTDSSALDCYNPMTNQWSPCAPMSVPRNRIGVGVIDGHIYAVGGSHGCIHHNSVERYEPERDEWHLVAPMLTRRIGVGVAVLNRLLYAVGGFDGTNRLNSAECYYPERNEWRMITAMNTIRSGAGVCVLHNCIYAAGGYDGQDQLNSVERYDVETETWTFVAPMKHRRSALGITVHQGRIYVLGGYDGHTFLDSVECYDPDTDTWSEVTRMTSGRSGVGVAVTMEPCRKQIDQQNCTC
SR-BI uptake up – SR-BI HDL lipid transfer activation; CHO ldlA[mSR-BI] cells, DiI-HDL uptake fluorescence, 3 h; 100 = double the neutral-control signal; activation, % at 12.5 µM; 0.096% of 320,000 active; AID 504775;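 active = mean replicate activation of at least 60% and every replicate at or above 60%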;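 also: 0% = median plate neutral-control signal and 100% = twice that signal; values of inactives mirror those of a sister screen read the other way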
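Material – SR-BI-overexpressing, LDLR-lacking CHO cells · Medium – BSA-supplemented, HEPES-buffered Ham's F12, pH 7.4 · Doses – single concentration · Times – compound with DiI-HDL co-incubation, 3 h at 37 °C · Measured by – bottom-read fluorescence, 550/595 nm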
cardiac RTF act – increases calcium sensitivity of human cardiac regulated thin filaments | activation, % at 7.2 µM | IANBD-labeled TnC RTF fluorescence at EC20 calcium; 0% EC20 calcium, 100% full calcium | 0.24% of 340,000 active | P19429+P45379;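 active = activation above the mean over all tested compounds plus 3 SD, cut at about 30% in these data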;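 also: rise in fluorescence read as greater calcium sensitivity of cardiac thin filaments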
CAL PDZ FP-2 – CAL PDZ (human) peptide binding inhibition | 0.92% of 300,000 active | AID 602252 | Q9HD26 | purified CAL PDZ, TMR-peptide fluorescence polarization, 1 h | inhibition, % at 24.9 µM;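 active = mean inhibition of at least 30% with at least half of replicates also reaching 30%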;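 also: 0% = DMSO neutral control and 100% = excess unlabeled competitor peptide PRC23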
PKA-R2B activ – PKA-R2B complex activation | PKA-R2B holoenzyme dissociation, Cy5-IP20 fluorescence polarization; R2B truncated from residue 108, S112A mutant; 0% DMSO only, 100% 113 µM cGMP | activation, % at 11.4 µM | 0.079% of 340,000 active | AID 504700;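 active = activation above a cutoff set at the mean over all compounds plus 3 SD, cut at about 18% in these data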;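 also: higher means more holoenzyme dissociation and a rise in polarization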
Starred values were filed as active, the others as inactive.

Screening CC(C(=O)NCCCc1ccccc1)c1ccc([N+](=O)[O-])cc1 (stereo unspecified) returned CAL PDZ FP-1 -2.8, C-LANA FP -1.8, DAGLB inh 2, Cardiac RTF inh -20, Keap1 Nrf2 FP 1, SR-BI uptake up 13, cardiac RTF act -1, CAL PDZ FP-2 3 and PKA-R2B activ -6.
COc1cc(CN/C(C)=C(\C#N)C(N)=O)cc(OC)c1OC was read as Rtt109 HAT inh 1, CAL PDZ FP-1 -1.8, C-LANA FP -0.5, DAGLB inh -1, Cardiac RTF inh -1, Keap1 Nrf2 FP -2, SR-BI uptake up -7, cardiac RTF act -1, CAL PDZ FP-2 -5 and PKA-R2B activ 4.
`COC(=O)c1cc(NC(=O)Nc2cc(OC)ccc2OC)cc(C(=O)OC)c1` gave Rtt109 HAT inh 0, CAL PDZ FP-1 0.8, C-LANA FP -0.4, DAGLB inh 0, Cardiac RTF inh 1, Keap1 Nrf2 FP 4, SR-BI uptake up -75, cardiac RTF act -5, CAL PDZ FP-2 -2 and PKA-R2B activ -2.
For CN(C)c1nc(=NCc2cccs2)ss1 the results were Rtt109 HAT inh -22, CAL PDZ FP-1 -0.2, C-LANA FP -2.9, DAGLB inh -5, Cardiac RTF inh 5, Keap1 Nrf2 FP 2, SR-BI uptake up -6, cardiac RTF act -3, CAL PDZ FP-2 -4 and PKA-R2B activ 3.
`CCOc1ccc(NC(=O)C(=O)NCCCn2ccnc2)cc1` gave Rtt109 HAT inh 3, CAL PDZ FP-1 -1.0, C-LANA FP -0.8, DAGLB inh 1, Cardiac RTF inh -18, Keap1 Nrf2 FP -4, SR-BI uptake up -1, cardiac RTF act 9, CAL PDZ FP-2 0 and PKA-R2B activ -3.
Fc1cccc(NCc2cn3ccccc3n2)c1 was read as Rtt109 HAT inh 0, C-LANA FP 0.1, DAGLB inh 1, Cardiac RTF inh 0, Keap1 Nrf2 FP -1, SR-BI uptake up 20, cardiac RTF act 0, CAL PDZ FP-2 1 and PKA-R2B activ 1.
`c1cncc(CN=C2Nc3ccccc3CS2)c1` gave Rtt109 HAT inh -4, CAL PDZ FP-1 -0.6, C-LANA FP 1.3, Keap1 Nrf2 FP -2, SR-BI uptake up 16 and CAL PDZ FP-2 2.
Screening CCOc1ccc(NC(=S)NCC(c2cccnc2)N2CCOCC2)cc1 (stereo unspecified) returned Rtt109 HAT inh 0, CAL PDZ FP-1 -0.9, C-LANA FP -2.1, DAGLB inh 1, Cardiac RTF inh -9, Keap1 Nrf2 FP -3, SR-BI uptake up 20, cardiac RTF act -3, CAL PDZ FP-2 2 and PKA-R2B activ -4.
`O=C(CSc1nnc(CNC(=O)c2cccs2)o1)Nc1ccc(Cl)cc1` gave Rtt109 HAT inh 2, CAL PDZ FP-1 -0.3, C-LANA FP 1.0, DAGLB inh 2, Cardiac RTF inh 0, Keap1 Nrf2 FP 1, SR-BI uptake up 1, cardiac RTF act -4, CAL PDZ FP-2 5 and PKA-R2B activ -5.
Cc1ccc(C(=O)Oc2ccc(Cl)c3cccnc23)cc1[N+](=O)[O-] was read as Rtt109 HAT inh 5, CAL PDZ FP-1 -1.0, C-LANA FP 0.8, DAGLB inh 4, Cardiac RTF inh 0, Keap1 Nrf2 FP -1, SR-BI uptake up 18, cardiac RTF act -5, CAL PDZ FP-2 6 and PKA-R2B activ 0.

Copied from the listing (five entries):
Screening CC(C(=O)NCCCc1ccccc1)c1ccc([N+](=O)[O-])cc1 (stereo unspecified) returned CAL PDZ FP-1 -2.8, C-LANA FP -1.8, DAGLB inh 2, Cardiac RTF inh -20, Keap1 Nrf2 FP 1, SR-BI uptake up 13, cardiac RTF act -1, CAL PDZ FP-2 3 and PKA-R2B activ -6.
COc1cc(CN/C(C)=C(\C#N)C(N)=O)cc(OC)c1OC was read as Rtt109 HAT inh 1, CAL PDZ FP-1 -1.8, C-LANA FP -0.5, DAGLB inh -1, Cardiac RTF inh -1, Keap1 Nrf2 FP -2, SR-BI uptake up -7, cardiac RTF act -1, CAL PDZ FP-2 -5 and PKA-R2B activ 4.
`COC(=O)c1cc(NC(=O)Nc2cc(OC)ccc2OC)cc(C(=O)OC)c1` gave Rtt109 HAT inh 0, CAL PDZ FP-1 0.8, C-LANA FP -0.4, DAGLB inh 0, Cardiac RTF inh 1, Keap1 Nrf2 FP 4, SR-BI uptake up -75, cardiac RTF act -5, CAL PDZ FP-2 -2 and PKA-R2B activ -2.
For CN(C)c1nc(=NCc2cccs2)ss1 the results were Rtt109 HAT inh -22, CAL PDZ FP-1 -0.2, C-LANA FP -2.9, DAGLB inh -5, Cardiac RTF inh 5, Keap1 Nrf2 FP 2, SR-BI uptake up -6, cardiac RTF act -3, CAL PDZ FP-2 -4 and PKA-R2B activ 3.
`CCOc1ccc(NC(=O)C(=O)NCCCn2ccnc2)cc1` gave Rtt109 HAT inh 3, CAL PDZ FP-1 -1.0, C-LANA FP -0.8, DAGLB inh 1, Cardiac RTF inh -18, Keap1 Nrf2 FP -4, SR-BI uptake up -1, cardiac RTF act 9, CAL PDZ FP-2 0 and PKA-R2B activ -3.

More entries.
Screening Fc1ccc(COc2ccc(C(=S)N3CCCC3)cc2)cc1 returned Rtt109 HAT inh -7, CAL PDZ FP-1 14, C-LANA FP 0.4, DAGLB inh -8, Cardiac RTF inh -5, Keap1 Nrf2 FP 0, SR-BI uptake up 10, cardiac RTF act -1, CAL PDZ FP-2 -5 and PKA-R2B activ -1.
For CCOc1ccc2nc(SCC(=O)c3cccs3)sc2c1 the results were Rtt109 HAT inh 8, C-LANA FP 0.1, DAGLB inh -10, Cardiac RTF inh -9, Keap1 Nrf2 FP 1, SR-BI uptake up -10, cardiac RTF act 6, CAL PDZ FP-2 -3 and PKA-R2B activ 3.
Screening CCN1CCN(c2ccc(S(=O)(=O)N3CCCCC3)cc2NC(=O)Cc2ccc(Cl)c(Cl)c2)CC1 returned Rtt109 HAT inh 33, CAL PDZ FP-1 -3.5, C-LANA FP -0.2, DAGLB inh -2, Cardiac RTF inh -21, Keap1 Nrf2 FP 2, SR-BI uptake up -4, cardiac RTF act -7, CAL PDZ FP-2 -2 and PKA-R2B activ -13.
Screening O=C(Nc1nc2c(Br)cc(Br)cc2c(=O)s1)c1ccco1 returned Rtt109 HAT inh -3, CAL PDZ FP-1 -0.1, C-LANA FP -1.4, DAGLB inh 6, Cardiac RTF inh -2, Keap1 Nrf2 FP -4, SR-BI uptake up 16, cardiac RTF act 0 and PKA-R2B activ 3.
COc1cccc(Nc2nc(-c3cccc(N4C(=O)c5ccccc5C4=O)c3)cs2)c1 was read as Rtt109 HAT inh -8, CAL PDZ FP-1 -0.4, C-LANA FP 1.2, DAGLB inh -2, Cardiac RTF inh 9, Keap1 Nrf2 FP -1, SR-BI uptake up -91, cardiac RTF act -3, CAL PDZ FP-2 8 and PKA-R2B activ -7.
For CC(C)N(Cc1nc(-c2ccccc2)no1)C(=O)c1ccc(Cl)cc1 the results were Rtt109 HAT inh 4, CAL PDZ FP-1 -0.8, C-LANA FP 2.0, DAGLB inh -4, Cardiac RTF inh 0, Keap1 Nrf2 FP -2, SR-BI uptake up 19, cardiac RTF act 1 and PKA-R2B activ 11.
For CCc1cc(=O)oc2cc(OCC(=O)NCc3ccccn3)ccc12 the results were Rtt109 HAT inh -4, CAL PDZ FP-1 -1.5, C-LANA FP -0.3, DAGLB inh 6, Cardiac RTF inh -8, Keap1 Nrf2 FP -1, SR-BI uptake up -1, cardiac RTF act -7, CAL PDZ FP-2 -1 and PKA-R2B activ 11.
Screening COc1ccc(CC(=O)NNC(=O)c2ccoc2C)cc1OC returned Rtt109 HAT inh 0, CAL PDZ FP-1 0.0, C-LANA FP 1.1, DAGLB inh 0, Cardiac RTF inh 1, Keap1 Nrf2 FP -1, SR-BI uptake up 4, cardiac RTF act 6, CAL PDZ FP-2 -1 and PKA-R2B activ -7.
Screening CC1=NC(C)(C)Cc2c(C)cccc21 returned Rtt109 HAT inh 1, CAL PDZ FP-1 0.2, C-LANA FP 0.8, DAGLB inh 0, Cardiac RTF inh -5, Keap1 Nrf2 FP 0, SR-BI uptake up 3, cardiac RTF act 8, CAL PDZ FP-2 -4 and PKA-R2B activ 4.
`CCOC(=O)c1c(C)[nH]c(C)c1S(=O)(=O)Nc1ccc(CN2CCCCC2)cc1` gave Rtt109 HAT inh -2, CAL PDZ FP-1 -0.8, C-LANA FP 0.8, DAGLB inh 0, Cardiac RTF inh 0, Keap1 Nrf2 FP -4, SR-BI uptake up 19, cardiac RTF act 1, CAL PDZ FP-2 -4 and PKA-R2B activ 1.
Cc1c(C(=O)N2CCOCC2)c(S(=O)(=O)Nc2ccc(Br)cc2F)c(C)n1C was read as Rtt109 HAT inh -7, CAL PDZ FP-1 0.2, C-LANA FP 0.3, DAGLB inh -1, Cardiac RTF inh -8, Keap1 Nrf2 FP -7, SR-BI uptake up 31, cardiac RTF act -2, CAL PDZ FP-2 0 and PKA-R2B activ 3.
Screening O=C(CN1CCN(c2ccccn2)CC1)Nc1cccc(S(=O)(=O)N2CCCC2)c1 returned Rtt109 HAT inh 10, CAL PDZ FP-1 -1.5, C-LANA FP 0.4, DAGLB inh 3, Cardiac RTF inh -1, Keap1 Nrf2 FP -4, SR-BI uptake up -4, cardiac RTF act 4, CAL PDZ FP-2 -4 and PKA-R2B activ 3.
CC(=O)Nc1ccc(NC(=O)C2CCN(C(=O)NC3CCCCC3)CC2)cc1 was read as Rtt109 HAT inh -20, CAL PDZ FP-1 -2.0, C-LANA FP 0.8, DAGLB inh -2, Cardiac RTF inh 0, Keap1 Nrf2 FP -4, SR-BI uptake up -2, cardiac RTF act -1, CAL PDZ FP-2 -6 and PKA-R2B activ -16.
`O=C(O)C1C(c2ccccc2)C(C(=O)Oc2ccc(O)cc2)C1c1ccccc1` (stereo unspecified) gave Rtt109 HAT inh 5, CAL PDZ FP-1 -0.3, C-LANA FP 1.0, DAGLB inh 0, Cardiac RTF inh 0, Keap1 Nrf2 FP 2, SR-BI uptake up 21, cardiac RTF act 0 and PKA-R2B activ -1.
